Source: PubChem BioAssay
aSyn yeast rescue – qHTS of alpha-syn Inhibitors: NCGC Sytravon Library Screen. S. cerevisiae alpha-synuclein toxicity rescue, BacTiter-Glo growth, 24 h. Potency, µM (doses to about 46.1 µM), inactives show at the highest dose growth rescue (activation), hits mostly activators. actives 0.02% (n = 94,000). AID 1347070, 2019; active = well fitted activation curve with a large enough effect; inconclusive = small, poorly fitted or top-dose-only effect; also: 0% is about no effect
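Growth restoration measured by BacTiter-Glo luminescence after 24 hr at 30 deg C; alpha-synuclein yeast, raffinose-pregrown to mid-log, were added at OD600=0.02 in galactose medium onto pinned compounds.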
* marks the source's active call; other numbers are inactive results; ? = inconclusive; [ ] = remark or other dose. Potency is read from the fitted curve at half-maximal effect. Not all compounds are listed; rates above refer to the full screens.

canonical_smiles,aSyn yeast rescue
CC(=O)N1CCN(C(=O)c2cccc(NS(=O)(=O)c3ccc(Br)cc3)c2)CC1,8%
CN(c1ccccc1)S(=O)(=O)c1ccc(NC(=O)c2cccs2)cc1,0%
CCC/C=C/c1ccc(CN2C(C(C)C)C(=O)N(Cc3cn(CCC4OCCO4)nn3)CCS2(=O)=O)cc1 (stereo unspecified),20%
Cc1ccccc1C(=O)Nc1nc2c(C)csc2c(=O)s1,2%
COc1cc([N+](=O)[O-])c(OC)cc1SCc1n[nH]c(=S)n1-c1ccc(F)cc1,-12%
O=C(O)COc1ccc2c(c1)O/C(=C\c1cccs1)C2=O,-6%
Cc1[nH]n(-c2ccc([N+](=O)[O-])cc2)c(=O)c1C=NCC1CCCO1 (stereo unspecified),-28%
NS(=O)(=O)c1ccc(NC(=O)C(=O)Nc2ccc3nc4n(c(=O)c3c2)CCCCC4)cc1,-3%
CCc1ccccc1NC(=O)[C@H](Cc1ccccc1)N1Cc2ccccc2C1=O,9%
COc1ccc(Br)cc1CNC(=O)c1cnc2sc(N3CCC(C)CC3)nn2c1=O,7%
Cc1ccc2nc3c(cc(C(=O)NC4CCCC4)c(=N)n3C(C)C)c(=O)n2c1,-11%
Cc1ccc2nc(SCc3nc4cc(Cl)ccc4c(=O)[nH]3)[nH]c2c1,-5%

Following part:
canonical_smiles,aSyn yeast rescue
CCCOC(=O)c1c(NC(=O)c2cc3ccccc3c(=O)o2)sc2c1CCC(C)C2 (stereo unspecified),-6%
COc1cc(NC(=O)c2csc(N)n2)cc(C(=O)Nc2cccc(C(F)(F)F)c2)c1,-6%
O=C(NCc1ccco1)c1csc2c1CCCC2,9%
O=S(=O)(NCCc1csc(-c2ccc(C(F)(F)F)cc2)n1)c1ccc2c(c1)OCCO2,5%
CCn1c(=O)cc(OCC(=O)Nc2ccc(C)c(F)c2)c2ccccc21,-9%
Cc1c(C)[n+](=O)c(-c2ccc(Br)cc2)c(C)n1[O-],1%
COc1ccc(CC(=O)Nc2sc3c(c2C(=O)Nc2ccccc2)CCCCC3)cc1,5%
CCc1c(C(=O)N/N=C/c2ccco2)nnn1-c1nonc1N,5%
COCCNC(=O)C(=O)Nc1c2c(nn1-c1ccccc1)CS(=O)(=O)C2,-1%
CCOC(=O)c1cc(S(=O)(=O)Nc2ccccc2)[nH]n1,-8%
COC(=O)CC1Oc2ccc(Cl)cc2-n2cc(-c3ccc(F)cc3)nc21 (stereo unspecified),-7%
CCOc1ccc(C(=O)Nc2cc3c(cc2N2CCCC2)n(C)c(=O)c(=O)n3C)cc1OCC,-5%

More results:
canonical_smiles,aSyn yeast rescue
CN(C1=NC(=O)CS1)c1ccc(O)cc1,1%
O=C(c1ccco1)N1CCN(c2ncnc3c(-c4ccc(Cl)cc4)nsc23)CC1,-3%
CN(CC(=O)Nc1ccc(Cl)c(C(F)(F)F)c1)C(=O)C1CC(=O)N(Cc2ccco2)C1 (stereo unspecified),-25%
Cc1ccc(NS(=O)(=O)c2cccc(C(=O)N(C)Cc3cccs3)c2)cc1,0%
Cc1c(NC(=O)c2cnc(Cl)c(Cl)c2)c(=O)n(-c2ccccc2)n1C,7%
Cn1c(=O)oc2cc(S(=O)(=O)NC(CC(=O)O)c3cccc(Br)c3)ccc21 (stereo unspecified),5%
CCOC(=O)c1ccccc1NC(=O)CN1CCC(n2nnc3cc(C(F)(F)F)ccc32)CC1,-3%
CSc1ccc(CNC(=O)c2ccc(NC(=O)c3nsc4ccccc34)cc2)cc1,-2%
COc1ccc(S(=O)(=O)Nc2cc3c(cc2NCc2ccccc2)n(C)c(=O)n3C)cc1,4%
Cn1cc(S(=O)(=O)N2CCCCC2)cc1C(=O)NCc1ccc(Cl)cc1,-10%
COc1ccc(NC(=O)CSCC(=O)Nc2nnc(C)s2)cc1,3%
Cc1cc(OCC(=O)OCC(=O)NC2CCS(=O)(=O)C2)ccc1Cl (stereo unspecified),4%

The results go on.
canonical_smiles,aSyn yeast rescue
O=[N+]([O-])c1ccc(N2CCN(S(=O)(=O)c3ccccc3)CC2)c2cccnc12,2%
CCN1Cc2c(/C=C/c3ccccc3)nc3ccc(OC)cc3c2N(c2cccc(Cl)c2)C1,-3%
Cc1cccc(CNC(=O)CCCN2C(=O)c3cccnc3Oc3ccccc32)c1,0%
COc1ccc(OC)c(NC(=O)C2C3C=CC(C3)C2C(=O)NCc2cccnc2)c1 (stereo unspecified),3%
Cc1ccccc1NC(=O)Nc1nc2ccc(S(C)(=O)=O)cc2s1,-2%
Cc1cccc(NC(=O)c2sc(-n3nc(C)c(CCC(C)C)c3C)nc2C)c1,-2%
CC(Nc1ccccc1CO)C(=O)Nc1cccc(Cl)c1Cl (stereo unspecified),3%
CCC(C)(C)NC(=O)C(c1ccc(OC)cc1)N(C(=O)CCC(=O)Nc1cc(C)on1)C1CC1 (stereo unspecified),0%
COc1ccc(NC(=O)c2sc3nc(C)nc(N4CCOCC4)c3c2C)c(OC)c1,-6%
COCCN(C(=O)COC(=O)c1ccc2c(c1)OCCO2)c1c(N)n(Cc2ccccc2)c(=O)[nH]c1=O,-4%
CCCCN(C)C(=O)C(Cc1ccccc1)NS(=O)(=O)c1ccc2c(c1)c(=O)n(C)c(=O)n2C (stereo unspecified),-4%
COC(=O)Nc1ccc2c(c1)N(C(=O)CCCl)c1ccccc1S2,-41%[inhibitor]

(more compounds)
canonical_smiles,aSyn yeast rescue
CCCCN(CC)CCCNC(=S)Nc1ccc2nc3n(c(=O)c2c1)CCCCC3,-5%
CCn1c(CN2CCC(C)CC2)nc2cc(NC(=O)c3ccc([N+](=O)[O-])cc3)ccc21,-1%
COCc1c(C(=O)OC/C(O)=C(\C#N)c2nc3ccccc3[nH]2)oc2ccccc12,3%
Cc1ccc(Cl)cc1N1CCN(C(=O)c2ccc3c(c2)CCN3S(=O)(=O)c2ccccc2)CC1,9%
CCN(CC)S(=O)(=O)c1cc(C(=O)Nc2cccnc2Cl)ccc1Cl,6%
O=C(O)C1=NN(c2ccccc2)C(=O)C1,3%
CC1(C)Cc2c(sc3nc(C4CC4)n(N)c(=O)c23)CO1,8%
CC(C)(C)OC(=O)N1CCC(c2nnc(SCc3cccc(Cl)c3)o2)CC1,-9%
Cc1ccc(-n2c(C)cc(/C=C3/SC(=O)N(CC(=O)N4CCOCC4)C3=O)c2C)nc1,-4%
CCCCN(CC)CCNC(=O)c1cn(C)c(=O)c2c1c1ccccc1n2C,?
N#CCC(=O)Nc1ccc(C(=O)OCC(=O)Nc2sc3c(c2C#N)CCCC3)cc1,-2%
COCCn1c(SCC(=O)Nc2cc(Cl)ccc2OC)nc2c(c1=O)SC(C)C2 (stereo unspecified),-1%

Another view of some results above:
smiles: COC(=O)CC1Oc2ccc(Cl)cc2-n2cc(-c3ccc(F)cc3)nc21 (stereo unspecified)
  aSyn yeast rescue: -7%
smiles: CCOc1ccc(C(=O)Nc2cc3c(cc2N2CCCC2)n(C)c(=O)c(=O)n3C)cc1OCC
  aSyn yeast rescue: -5%
smiles: CN(C1=NC(=O)CS1)c1ccc(O)cc1
  aSyn yeast rescue: 1%
smiles: O=C(c1ccco1)N1CCN(c2ncnc3c(-c4ccc(Cl)cc4)nsc23)CC1
  aSyn yeast rescue: -3%

The results go on:
canonical_smiles,aSyn yeast rescue
COc1cc(Br)c(C2C(C#N)=C(N)Oc3n[nH]c(-c4cccnc4)c32)cc1OC (stereo unspecified),-6%
O=c1[nH]c(C2CCN(S(=O)(=O)c3ccc4c(c3)OCCO4)CC2)nc2c1nnn2Cc1ccc(F)cc1,-3%
Cc1ccc(S(=O)(=O)Nc2cccnc2Oc2ccc(Cl)cc2)cc1,11%
CCn1nc(C)c2c(-c3ccccc3)cc(=O)n(C(C)C(=O)NCCc3ccc(Cl)cc3)c21 (stereo unspecified),-20%
O=C1NC(Cc2ccccc2)c2nc3ccc(F)cc3c(=O)n2-c2cc3ccccc3cc21 (stereo unspecified),1%
COc1ccc(CNc2nc(-c3ccc(Cl)cc3)nn2C(=O)c2ccccc2)cc1,-59%[inhibitor]
COc1ccc(Nc2ccccc2C(=O)O)cc1,14%
CC(=C\C(=O)O)/C(=C\c1cccc2ccccc12)C(=O)O,4%
Cc1cccc(N2CCN(CCNC(=O)Nc3ccc(Cl)cc3)CC2)c1C,-22%
CCOC(=O)c1c(C)[nH]c(C)c1S(=O)(=O)N(C)CC(=O)N1CCN(c2cccc(Cl)c2)CC1,-4%
Cc1ccccc1CNC(=O)CCC(=O)N1CCOc2ccc(Cl)cc21,-9%
Cc1c(C(=O)N(CC(C)C)c2c(N)n(Cc3ccccc3)c(=O)[nH]c2=O)sc2nc3n(c(=O)c12)CCC3,-7%

(cont.)
canonical_smiles,aSyn yeast rescue
CCCCSc1nc(-c2cccc(OC)c2)nc2c1Cc1c(CO)cnc(C)c1O2,-4%
CCOC(=O)COc1cccc2c(=O)n(CC(=O)N3CCc4ccccc43)ccc12,-4%
Cc1ccc(NC(=Nc2ccc(Br)cc2)N2CCOCC2)cc1C,2%
Cc1ncc([N+](=O)[O-])n1CC(=O)Nc1ccc(Cl)cc1,-49%[inhibitor]
C(=NNc1nnn(Cc2ccccc2)n1)c1ccccc1,1%
CCOC(=O)c1ccc(-n2c(CCC(=O)O)ccc2-c2ccccc2)cc1,1%
CCN(CC)c1ccc(NC(=O)Cn2nc3c(cc2=O)CCCC3)c(C)c1,-1%
COc1ccc(C(C)=O)cc1CSCC(=O)O,4%
CCN(CC)Cc1cc2[nH]c3c4ccc(Cl)cc4ncc3c2cc1OC,3%
CCn1ccc2c(OCC(=O)Nc3ccccc3C)cccc2c1=O,-2%
CCOC(=O)c1sc(NC(=O)CS(=O)(=O)c2ccc(C)cc2)nc1C,1%
O=C(COc1ccc([N+](=O)[O-])cc1)Nc1cc(C(=O)O)cc(C(=O)O)c1,-10%

Next part:
canonical_smiles,aSyn yeast rescue
O=C(COc1ccccc1[N+](=O)[O-])Nc1cc(-c2nc3cc(Cl)ccc3o2)ccc1Cl,-5%
COc1ccc(C2=NC(c3ccncc3)=Nc3ccc(Br)cc3N2)cc1,-12%
O=C(Nc1ccc(F)cc1F)C1CCN(S(=O)(=O)c2ccc3[nH]c(=O)ccc3c2)CC1,0%
COc1cc(NC(=O)CSc2nnc3ccccn23)cc(OC)c1OC,-3%
Cc1ccc2nc(-c3ccc(Cl)c(NC(=O)COc4cccc(C)c4C)c3)oc2c1,4%
Cc1ccc(C(=O)N2CCc3cc(CNS(=O)(=O)c4cccs4)ccc32)cc1,20%
COc1ccc(NC(=O)CC2C(=O)N(c3ccc(C)cc3)C(=O)N2CCc2ccccc2)cc1 (stereo unspecified),6%
COc1cccc(CC(=O)Nc2ccc(S(=O)(=O)N3CCOCC3)cc2)c1,1%
COc1ccc(OC)c(CNC(=O)c2cc(S(=O)(=O)N3CCC(C)CC3)cn2C)c1,6%
NC(=O)CSc1nnc(-c2ccc3c(c2)OCO3)o1,-5%
O=C(Nc1cc(C(F)(F)F)ccc1Cl)c1ccc2c(c1)CCN2S(=O)(=O)c1ccccc1,-2%
O=C(Cn1c(=O)n(-c2ccc(F)c(Cl)c2)c(=O)c2sc3ccccc3c21)NC1CCCCC1,8%

Some of these compounds in order of formula weight, low to high:
canonical_smiles,aSyn yeast rescue
COc1cccc(CC(=O)Nc2ccc(S(=O)(=O)N3CCOCC3)cc2)c1,1%
Cc1ccc2nc(-c3ccc(Cl)c(NC(=O)COc4cccc(C)c4C)c3)oc2c1,4%
COc1ccc(OC)c(CNC(=O)c2cc(S(=O)(=O)N3CCC(C)CC3)cn2C)c1,6%
COc1ccc(NC(=O)CC2C(=O)N(c3ccc(C)cc3)C(=O)N2CCc2ccccc2)cc1 (stereo unspecified),6%

Continuation:
canonical_smiles,aSyn yeast rescue
O=C(CN1CCN(S(=O)(=O)c2ccccc2)CC1)Nc1ccc(Cl)c([N+](=O)[O-])c1,4%
O=S(=O)(NCC(Nc1ccc(Cl)cc1)c1ccccc1)c1ccccc1 (stereo unspecified),7%
CC(=O)c1cccc(NC(c2ccc(F)cc2)c2nnc(-c3ccccc3)o2)c1 (stereo unspecified),0%
COc1ccc(N2CCN(C(=O)Cn3cnc4sc(C)c(S(=O)(=O)N5CCOCC5)c4c3=O)CC2)cc1,-17%
CCOC(=O)CNC(=O)CSc1cc(C)nc2ccc(OC)cc12,-11%
CC1CCCN(CCCNC(=O)c2cc3c(Cl)nc4ccccc4c3s2)C1 (stereo unspecified),8%
CCCc1cc(C(=O)Nc2cccnc2)no1,-8%
COc1ccc(-c2nc(Cn3c(=O)cc(C)c4c(C)nn(-c5ccccc5)c43)c(C)o2)c(OC)c1,10%
N#C/C(=C\N1CCOCC1)C(N)=O,-11%
Clc1ccc(Nc2ccccc2)nn1,-10%
CN(C(=O)COC(=O)c1ccc(C(C)(C)C)cc1)C1CCS(=O)(=O)C1 (stereo unspecified),-3%
O=C(ONc1ccc(N=NC(=O)c2ccccc2O)cc1)c1ccccc1,0%

Going on with the list.
canonical_smiles,aSyn yeast rescue
CN(Cc1ccccc1)C(=O)C1CCN(Cc2cc3ccccc3n2Cc2ccccc2)CC1,3%
CCOC(=O)c1c(NC(=O)Cn2nc(C(F)(F)F)cc2C)sc(C)c1C,-17%
OC(COc1ccc(-c2ccccc2)cc1)CN1CCCCC1 (stereo unspecified),-6%
CC(=O)Nc1nnc(C)s1,-7%
CCc1ccc(NC(=O)Cn2c(=O)n(CCC(C)C)c(=O)c3cccnc32)cc1,-4%
COC(=O)c1ccccc1NC(=O)CNC(=O)c1ccc(OC)cc1,-9%
CCc1ccc(CNC(=O)CCCn2ccc3cc(S(=O)(=O)N4CCCC4)ccc32)cc1,8%
Cc1ccc(C(CC(=O)NCC2(c3ccccc3)CCCC2)c2ccccc2)c(O)c1 (stereo unspecified),-10%
Cc1ccc(C(=O)NCC(=O)N(C)Cc2ccccc2C)s1,6%
